Assay outcomes from PubChem BioAssay.
Anesthetic bind: qHTS Assay for Identification of Novel General Anesthetics; apoferritin/1-aminoanthracene competitive binding, fluorescence; Potency, µM (series often up to 77.5 µM), for inactives: at the highest dose activity change, negative = displacement, most hits filed as inhibitors; 0.074% of 350,000 active; AID 485281, 2010; note: potency is the fitted concentration of half-maximal effect; % is set by controls: 0 for no effect and ±100 for the full control effect; nearly all actives have a fitted effect of over 20% in size
Target sequence (P02791 2-175 limits assumed): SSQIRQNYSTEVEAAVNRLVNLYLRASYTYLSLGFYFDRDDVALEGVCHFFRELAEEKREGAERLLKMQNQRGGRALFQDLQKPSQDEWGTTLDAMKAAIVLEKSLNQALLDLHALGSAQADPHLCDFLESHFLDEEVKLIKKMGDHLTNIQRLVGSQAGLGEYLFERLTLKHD
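In PBS, apoferritin at 10 uM is loaded with 1-AMA from a 50% saturated solution. After 10 min of compound exposure at ambient temperature, reduced 535 nm fluorescence indicates probe displacement.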
RGS4 inhibitor: Inhibitors of Regulator of G Protein Signaling (RGS) 4: qHTS | Regulator of G-protein signaling 4 (Homo sapiens), P49798 | Transcreener GDP fluorescence polarization, RGS4-accelerated GTP hydrolysis | Potency, µM (doses to about 114 µM), without a hit: top-dose activity change, negative = inhibition, most hits filed as inhibitors | 0.039% of 390,000 active | AID 504845, 2011; note: potency is the fitted concentration of half-maximal effect; % is set by controls: 0 for no effect and ±100 for the full control effect; nearly all actives have a fitted effect of over 75% in size; some results filed as inactive show a strong effect at the top dose
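MLSMR compounds (23 nl, pin-transferred) preincubated 10 min at room temperature with a 500nM (2x) first reagent, then RGS4 at 900nM (2x) plus Transcreener GDP mix added; fluorescence polarization (620/688 nm) read before and after 90 min at 30 °C.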
ERG Ets-DNA blk: qHTS for Small Molecule Inhibitors of the ERG Ets/DNA interaction; Transcriptional regulator ERG (Homo sapiens), P11308; fluorescence polarization, His-ERG Ets domain / labelled DNA; Potency, µM (titrated, usually from 76.9 µM), without a hit: at the highest dose FP activity, negative = inhibition, actives largely listed as inhibitors; 0.028% of 370,000 active; AID 624246, 2012; active = well fitted inhibition curve with a large enough effect in the polarisation, with a control signal flat; inconclusive = small, poorly fitted or top-dose-only effect, or effect the other way, or a change in a side signal; inactive = no such curve, though single readings can be large or run the other way; the % refers to the polarisation;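 note: polarization taken with two DNA probes labelled with fluorescein and Texas red; potency is the fitted concentration of half-maximal effect; % of control where 0% means no effect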
Target sequence (P11308 whole entry, looked up, the tested form may be a part): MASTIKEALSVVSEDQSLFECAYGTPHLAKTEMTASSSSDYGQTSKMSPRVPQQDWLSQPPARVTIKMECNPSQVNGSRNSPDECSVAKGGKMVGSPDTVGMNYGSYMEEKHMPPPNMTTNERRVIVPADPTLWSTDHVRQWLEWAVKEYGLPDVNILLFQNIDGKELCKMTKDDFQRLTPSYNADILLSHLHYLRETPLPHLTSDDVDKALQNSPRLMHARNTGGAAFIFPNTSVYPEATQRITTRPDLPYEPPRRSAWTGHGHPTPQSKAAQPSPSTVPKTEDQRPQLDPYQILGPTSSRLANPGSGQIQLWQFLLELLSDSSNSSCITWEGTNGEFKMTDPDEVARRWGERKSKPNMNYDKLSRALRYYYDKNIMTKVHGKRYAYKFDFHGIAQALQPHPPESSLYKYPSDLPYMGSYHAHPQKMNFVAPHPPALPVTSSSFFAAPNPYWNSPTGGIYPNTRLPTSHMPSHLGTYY
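His-tagged ERG Ets domain (1 uM in the protein solution; 300mM KCl, 50mM Tris-HCl, 1mM EDTA, 1mM DTT, pH 7.5) received compound, then a probe mix of 5 nM fluorescein-DNA and 100nM Texas-615-DNA. Fluorescence polarization was read for both dyes.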
APEX1 inh: qHTS Assay for Inhibitors of the Human Apurinic/apyrimidinic Endonuclease 1 (APE1); DNA repair nuclease/redox regulator APEX1 (Homo sapiens), P27695; recombinant APE1, TAMRA/BHQ-2 abasic DNA cleavage fluorescence; Potency, µM (series often up to 65.8 µM), without a hit: top-dose activity change, negative = inhibition, actives largely listed as inhibitors; 0.35% of 350,000 active;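 note: potency is the fitted concentration of half-maximal effect; plate controls were vehicle for no effect and reference inhibitor for full effect; nearly all actives have a fitted effect of over 55% in size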
Target sequence (P27695 whole entry, looked up): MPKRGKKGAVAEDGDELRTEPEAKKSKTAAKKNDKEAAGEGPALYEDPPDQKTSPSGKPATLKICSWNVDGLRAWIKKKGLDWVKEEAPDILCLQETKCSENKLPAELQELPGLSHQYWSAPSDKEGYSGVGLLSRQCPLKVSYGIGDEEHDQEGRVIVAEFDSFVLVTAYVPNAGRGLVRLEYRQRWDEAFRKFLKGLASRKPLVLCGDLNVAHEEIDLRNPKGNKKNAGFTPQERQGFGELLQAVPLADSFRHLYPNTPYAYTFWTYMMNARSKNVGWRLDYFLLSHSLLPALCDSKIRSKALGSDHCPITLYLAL
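Quantitative HTS: incision of a TAMRA/BHQ-2 double-stranded substrate bearing a tetrahydrofuran abasic site by 0.75 nM APE1 raises fluorescence. Substrate 50 nM final, added after 15 min compound preincubation at room temperature; progress as third-minus-first kinetic read difference.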
Pol beta inh: qHTS Assay for Inhibitors of DNA Polymerase Beta. Pol beta primer extension/strand displacement, fluorescence kinetic. 1.3% of 340,000 active. AID 485314, 2010. Potency, µM (series often up to 114 µM), for inactives: at the highest dose activity change, negative = inhibition, actives largely listed as inhibitors. P06746; note: potency is the fitted concentration of half-maximal effect; % is set by controls: 0 for no effect and ±100 for the full control effect
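Enzyme-only controls used 10 nM Pol beta; buffer lacking enzyme served as negative control. Compound preincubated 15 min, then 50 nM substrate added; 0 and 10 min reads at room temperature.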
LDHA inh: qHTS assay for inhibitors of human lactate dehydrogenase; activity change, % (values are at about 110 or 230 µM); 0.15% of 480,000 active; purified LDHA, NADH/diaphorase-resazurin fluorescence; hits give low values; L-lactate dehydrogenase A chain (Homo sapiens), P00338; in the data active = activity change below about -30%; inconclusive = mostly about -25% to -30%;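 note: plate controls were DMSO wells for no effect and wells without enzyme for full effect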
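LDH5 2 nM; NADH 0.06 mM, pyruvate 0.2 mM; 200 mM Tris pH 7.4, EDTA, Tween-20; 5 min RT. Detection: diaphorase 0.133 mg/mL + resazurin 37 µM, fluorescence ex540/em590 at 0 and 20 min; normalized to enzyme-free and DMSO wells.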
Pol kappa inh: qHTS for Inhibitors of Polymerase Kappa | DNA polymerase kappa (Homo sapiens), Q9UBT6 | purified Pol kappa, fluorescent DNA synthesis assay, 10 min | Potency, µM (top dose mostly 107 µM), inactives show at the highest dose activity, negative = inhibition, usual class: inhibitors | 0.53% of 400,000 active; note: potency is the fitted concentration of half-maximal effect; % is set by controls: 0 for no effect and ±100 for the full control effect
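Kinetic fluorescence screen: compound preincubated 15 min RT with 10 nM enzyme; 50 nM substrate (final) initiates; reads at 0/10 min.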
POLH inh: qHTS for Inhibitors of Polymerase Eta | DNA polymerase eta (Homo sapiens), Q9Y253 | recombinant Pol eta, fluorescent DNA replication assay | Potency, µM (highest dose often 114 µM), inactives show top-dose activity change, negative = inhibition, actives largely listed as inhibitors | 1.2% of 390,000 active; note: potency is the fitted concentration of half-maximal effect; % is set by controls: 0 for no effect and ±100 for the full control effect
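Fluorescent replication assay: 50 nM final substrate added after a 15 min room-temperature compound preincubation with 10 nM enzyme. Signal taken at 0 min and again at 10 min.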
12-LOX inh: Primary qHTS assay for inhibitors of human arachidonate 12S-lipoxygenase (ALOX12): Round 2. 1.1% of 580,000 active. AID 1671190, 2021. Polyunsaturated fatty acid lipoxygenase ALOX12 (Homo sapiens), P18054. purified 12hLO, xylenol orange hydroperoxide absorbance. Potency, µM (doses to about 108 µM), for the others: at the top dose activity change, negative = inhibition, hits mostly inhibitors; note: potency is the fitted concentration of half-maximal effect; % is set by controls: 0 for no effect and ±100 for the full control effect
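Hydroperoxide product was detected by ferrous iron/xylenol orange as the 573 to 405 nm absorbance ratio. Arachidonic acid at 40 uM (final) was turned over for 30 min at room temperature by 150 nM human 12hLO, pH 7.0 Hepes buffer, after 15 min compound preincubation.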
An asterisk follows results filed as active; & = joins results of further samples; [ ] = dose if it differs, or a comment. Unless noted, calls come from the whole dose curve; as a rule, active = well fitted curve in the direction sought with a large enough effect; inconclusive = small, poorly fitted or top-dose-only effect, or another doubt; inactive = no such curve, though single readings can be large; an effect the other way counts as inactive or inconclusive.

Results for O=C(Cc1ccc(Br)cc1)NC1CCCc2ccccc21 (centres undefined) ?
Anesthetic bind: -5%; RGS4 inhibitor: -7%; ERG Ets-DNA blk: 2%; APEX1 inh: 0%; Pol beta inh: 37%; LDHA inh: 1; Pol kappa inh: -6%; POLH inh: -8%; 12-LOX inh: -64%

Results for COc1cccc(NC(=O)c2oc3ccccc3c2NC(=O)c2ccc(OC(C)C)cc2)c1 ?
Anesthetic bind: 83%[activator]; RGS4 inhibitor: -5%; ERG Ets-DNA blk: 0%; Pol beta inh: 18%; LDHA inh: -7; Pol kappa inh: -1%; POLH inh: -4%; 12-LOX inh: -27%

Results for COc1ccccc1N(C)S(=O)(=O)c1ccc(C(=O)NC2CCCCCC2)cc1 ?
Anesthetic bind: 7%; RGS4 inhibitor: -2%; ERG Ets-DNA blk: 3%; APEX1 inh: -7%; Pol beta inh: 8%; LDHA inh: -3; Pol kappa inh: -2%; POLH inh: -13%; 12-LOX inh: 0%

What do the screens show for `Cc1ccc(N2C(=O)CC2(C#N)c2ccc(OCc3ccccc3)cc2)cc1` (centres undefined)?
Anesthetic bind: 92%[activator]; RGS4 inhibitor: 31%; ERG Ets-DNA blk: -11%; APEX1 inh: -3%; Pol beta inh: 1%; LDHA inh: -1; Pol kappa inh: -15%; POLH inh: 7%; 12-LOX inh: -24%

What do the screens show for `Nc1nc(Cl)cc(=O)n1Cc1ccc(Cl)cc1`?
RGS4 inhibitor: 9%; ERG Ets-DNA blk: 4%; LDHA inh: -1; Pol kappa inh: 3%; POLH inh: -6%; 12-LOX inh: 9%

Results for CCOc1ccc(NC(=O)C(=O)NCC(c2cccnc2)N2CCc3ccccc32)cc1 (centres undefined) ?
Anesthetic bind: -14%; RGS4 inhibitor: -10%; ERG Ets-DNA blk: 5%; Pol beta inh: 4%; LDHA inh: -5; Pol kappa inh: -6%; POLH inh: -8%; 12-LOX inh: -13%

How did CCOc1ccc(C2Oc3nc(SC)nnc3-c3ccccc3N2C(C)=O)cc1OC (centres undefined) do in these assays?
Anesthetic bind: 4%; RGS4 inhibitor: -8%; ERG Ets-DNA blk: 6%; APEX1 inh: -1%; Pol beta inh: 10%; LDHA inh: 3; Pol kappa inh: 15%; POLH inh: -5%; 12-LOX inh: 340%[activator]

How did CC(C[N+](C)(C)C)OC(=O)C1(c2ccccc2)CCCC1 (centres undefined) do in these assays?
Anesthetic bind: 3%; RGS4 inhibitor: -15%; ERG Ets-DNA blk: 1%; APEX1 inh: 19%; Pol beta inh: 90%; LDHA inh: -31*; Pol kappa inh: 0%; POLH inh: -5%; 12-LOX inh: 5%

Results for O=C(COC(=O)COc1ccc(Nc2ccccc2)cc1)NCc1ccco1 ?
Anesthetic bind: inconclusive; RGS4 inhibitor: -17%; ERG Ets-DNA blk: 2%; APEX1 inh: -6%; Pol beta inh: inconclusive; LDHA inh: 10; Pol kappa inh: -30%; POLH inh: inconclusive; 12-LOX inh: 407%[activator]

What do the screens show for `COc1cc2c(cc1OC)CN(C(=O)c1cccc([N+](=O)[O-])c1)CC2`?
Anesthetic bind: -6%; RGS4 inhibitor: inconclusive; ERG Ets-DNA blk: 6%; APEX1 inh: -1%; Pol beta inh: 20%; LDHA inh: 2; Pol kappa inh: 1%; POLH inh: -12%; 12-LOX inh: inconclusive

How did Cc1cc(C)c(NC(=O)CN2CCCCCC2)c(C)c1 do in these assays?
Anesthetic bind: 5%; RGS4 inhibitor: 10%; ERG Ets-DNA blk: -8%; APEX1 inh: -3%; Pol beta inh: inconclusive; LDHA inh: -4; Pol kappa inh: -8%; POLH inh: -6%; 12-LOX inh: 41%[activator]

What do the screens show for `CCCOc1ccc(C2c3c(oc4ccc(F)cc4c3=O)C(=O)N2CCc2ccc(OC)cc2)cc1` (centres undefined)?
Anesthetic bind: 3%; RGS4 inhibitor: 3%; ERG Ets-DNA blk: -2%; Pol beta inh: 1%; LDHA inh: 0; Pol kappa inh: 1%; POLH inh: -19%; 12-LOX inh: inconclusive

How did CC1CCC(C(=O)NC(C(=O)OCC(=O)c2ccccc2)C(C)C)CC1 (centres undefined) do in these assays?
Anesthetic bind: -22%; RGS4 inhibitor: -34%; ERG Ets-DNA blk: 3%; Pol beta inh: 10%; LDHA inh: -1; Pol kappa inh: 8%; POLH inh: -12%; 12-LOX inh: inconclusive

How did CCOC(=O)c1cn(-c2ccccc2CO)c2c(F)c(F)c(F)cc2c1=O do in these assays?
Anesthetic bind: -10%; RGS4 inhibitor: -25%[56.9 µM]; ERG Ets-DNA blk: -13%; APEX1 inh: -2%; Pol beta inh: 2%; LDHA inh: -6; Pol kappa inh: -8%; POLH inh: -18%; 12-LOX inh: 46%[activator]

Results for COc1ccc(Br)cc1S(=O)(=O)Nc1ccc(Cl)cn1 ?
Anesthetic bind: 0%; RGS4 inhibitor: 29%; ERG Ets-DNA blk: -13%; APEX1 inh: 31%; Pol beta inh: 64%; LDHA inh: -9; Pol kappa inh: -5%; POLH inh: 3%; 12-LOX inh: 42%[activator]

How did COc1ccccc1-c1cn(-c2ccccc2)c(=S)[nH]1 do in these assays?
Anesthetic bind: -6%; RGS4 inhibitor: -33%; ERG Ets-DNA blk: -4%; APEX1 inh: -11%; Pol beta inh: 6%; LDHA inh: 0; Pol kappa inh: 7%; POLH inh: -5%; 12-LOX inh: 0%

Results for COc1ccc(C2C(C(=O)Nc3ccc(C)cc3C)=C(C)Nc3nc4ccccc4n32)c(OC)c1 (centres undefined) ?
Anesthetic bind: -12%; RGS4 inhibitor: 26%; ERG Ets-DNA blk: -7%; Pol beta inh: 6%; LDHA inh: 9&-4; Pol kappa inh: -3%; POLH inh: -12%; 12-LOX inh: 4%&-21%

Results for CCOC(=O)c1cnc2ccc(C)cc2c1OCc1cc(F)cc(F)c1 ?
Anesthetic bind: inconclusive; RGS4 inhibitor: -2%; ERG Ets-DNA blk: 0%; APEX1 inh: 1%; Pol beta inh: 2%; LDHA inh: -8; Pol kappa inh: -9%; POLH inh: -6%; 12-LOX inh: inconclusive

Results for Cc1cc(NC(=O)COC(=O)C2CCN(S(=O)(=O)c3ccc(Cl)cc3)CC2)no1 ?
Anesthetic bind: -4%; RGS4 inhibitor: 29%; ERG Ets-DNA blk: 1%; APEX1 inh: -4%; Pol beta inh: 10%; LDHA inh: -9; Pol kappa inh: -13%; POLH inh: 8%; 12-LOX inh: -24%

Results for COc1ccc(NC(=O)C2C3C=CC4(O3)C2C(=O)N(CCCN2CCCCC2)C4C(=O)NC2CCCC(C)C2C)cc1 (centres undefined) ?
Anesthetic bind: 5%; RGS4 inhibitor: 12%; ERG Ets-DNA blk: -6%; APEX1 inh: 11%; Pol beta inh: 14%; LDHA inh: 0; Pol kappa inh: -12%; POLH inh: 4%; 12-LOX inh: -34%

How did NC(=O)C1(N2CCCCC2)CCN(C(=S)Nc2ccc(F)c(Cl)c2)CC1 do in these assays?
Anesthetic bind: -6%; RGS4 inhibitor: -13%; ERG Ets-DNA blk: -2%; APEX1 inh: 11%; Pol beta inh: 9%; LDHA inh: -4; Pol kappa inh: 1%; POLH inh: 0%; 12-LOX inh: -1%

How did Nc1nc(Cl)cc(Oc2ccccc2F)n1 do in these assays?
Anesthetic bind: 6%; RGS4 inhibitor: -7%; ERG Ets-DNA blk: 6%; APEX1 inh: 0%; Pol beta inh: 5%; LDHA inh: -2; Pol kappa inh: 0%; POLH inh: -10%; 12-LOX inh: -6%

Results for COc1ccc(CCNC(=O)C2CCC(=O)N(CCc3ccc(OC)cc3)C2)cc1 (centres undefined) ?
Anesthetic bind: -4%; RGS4 inhibitor: 24%; ERG Ets-DNA blk: 9%; APEX1 inh: 13%; Pol beta inh: 2%; LDHA inh: -14; Pol kappa inh: -1%; POLH inh: -13%; 12-LOX inh: 2%

Results for Nc1ccc2c(C(F)(F)F)cc(=O)oc2c1 ?
RGS4 inhibitor: -50%; ERG Ets-DNA blk: -10%; APEX1 inh: 1%; Pol beta inh: 0%; LDHA inh: -6; Pol kappa inh: 2%; POLH inh: -13%; 12-LOX inh: 22%

Results for CC1CCCCC1NC(=O)C1CCN(S(=O)(=O)N2CCOCC2)CC1 (centres undefined) ?
Anesthetic bind: -9%; RGS4 inhibitor: 7%; ERG Ets-DNA blk: -6%; APEX1 inh: 16%; Pol beta inh: 41%; LDHA inh: 3; Pol kappa inh: 8%; POLH inh: -3%; 12-LOX inh: 21%

How did O=C(COC(=O)C1CCN(c2ccc(C(F)(F)F)cn2)CC1)c1ccc(F)cc1 do in these assays?
RGS4 inhibitor: 12%; ERG Ets-DNA blk: 7%; APEX1 inh: -3%; LDHA inh: 4; Pol kappa inh: -6%; POLH inh: -18%

How did Cc1nn(-c2ccccc2)c(C)c1/C=N/n1c(-c2ccccc2Br)n[nH]c1=S do in these assays?
Anesthetic bind: 1%; RGS4 inhibitor: -33%; ERG Ets-DNA blk: 30%[activator]; APEX1 inh: 3%; Pol beta inh: -3%; LDHA inh: 4; Pol kappa inh: -5%; POLH inh: -21%; 12-LOX inh: -47%

Only part of the results is shown; rates above refer to the full screens.
